From PubChem BioAssay
PG9 binder: PG9 antibody binding by small molecule. AID 624416. TR-FRET gp120-PG9 antibody binding. inhibition, % at 6.7 µM. 0.43% of 360,000 active; in the data active means inhibition above about 8.5%
mABHD4 FP: ABHD4 (mouse) inhibition, primary FP screen | purified mABHD4, FP-Rh probe fluorescence polarization | 0.54% of 370,000 active | Q8VD66 | AID 720543 | inhibition, % at 8.92 µM;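 active means inhibition exceeding the mean over every tested compound plus 3 SD, cut at about 30% in these data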;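 further: 0% = plate median of compound wells and 100% = S159A mutant with DMSO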
Target sequence (Q8VD66 whole entry, looked up): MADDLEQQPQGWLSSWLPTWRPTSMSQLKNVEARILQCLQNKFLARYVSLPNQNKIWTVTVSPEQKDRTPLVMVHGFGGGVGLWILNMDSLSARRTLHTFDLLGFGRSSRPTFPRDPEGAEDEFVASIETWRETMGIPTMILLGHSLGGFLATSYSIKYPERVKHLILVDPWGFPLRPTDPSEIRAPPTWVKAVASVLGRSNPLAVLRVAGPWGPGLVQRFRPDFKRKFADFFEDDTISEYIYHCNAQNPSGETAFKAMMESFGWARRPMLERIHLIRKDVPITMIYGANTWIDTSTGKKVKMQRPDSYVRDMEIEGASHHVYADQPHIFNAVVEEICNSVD
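Assay system: wild-type mouse ABHD4 protein; compound: single nominal dose of 8.92 µM, 0.89% DMSO final; schedule: 45 min + 60 min at 25 °C; measured by: FP readout, ex 525 nm / em 598 nm; evaluation: % inhibition of FP-Rh probe binding versus controls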
PRMT1 FP inh: blocks human protein arginine methyltransferase 1 | Q99873 | AID 652257 | 1.3% of 370,000 active | inhibition, % at 2.79 µM | recombinant PRMT1, activity-based probe fluorescence polarization;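 active means inhibition above about 21% made by adding two undisclosed values, limit read from the data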
rCAG RNA binder: molecules binding r(CAG) RNA repeats; r(CAG) RNA repeat, TO-PRO-1 dye displacement fluorescence; inhibition, % at 3 µM; 1.3% of 370,000 active; AID 651821;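 active means inhibition above the plate cutoff, the mean of all test compounds on that plate plus 3 SD, cut at about 35% in these data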;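 further: 0% = DMSO alone and 100% = 100 µM mitoxantrone as full dye displacement; higher means more dye released from RNA so lower well fluorescence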
TCR CD3 inh: blocks the human TCR-CD3 interaction | TAMRA-labeled TCR probe fluorescence, biochemical | inhibition, % at 9.4 µM | 0.37% of 360,000 active | AID 651800; in the data active means inhibition above about 19%;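 further: recombinant mutant TCR 2C K166C tagged with TAMRA read by polarization; 0% = receptor in buffer alone and 100% = receptor with positive control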
HTRA1 inh: blocks human HTRA1 serine peptidase | inhibition, % at 5.96 µM | Q92743 | AID 504803 | 0.5% of 340,000 active | recombinant HTRA1, FP-rhodamine activity-based probe, fluorescence polarization; in the data active means inhibition above about 36%;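 further: 0% = enzyme with DMSO and 100% = wells lacking enzyme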
SIAE primary: inhibitors of human sialic acid acetylesterase SIAE; SIAE FP-Rh probe binding, fluorescence polarization; AID 1053197; Q9HAT2; inhibition, % at 9.66 µM; 0.69% of 370,000 active;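 active means inhibition above a cutoff: mean of compounds within the control limits plus 3 SD of those, cut at about 17% in these data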;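 further: 0% = plate median of compound wells and 100% = probe without SIAE protein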
TDP2 absorb: TDP2 (human) inhibition, absorbance primary screen. O95551. recombinant TDP2, T5PNP hydrolysis, p-nitrophenol absorbance 415 nm. inhibition, % at 12.8 µM. 0.34% of 370,000 active;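 active means inhibition above the mean of all tested compounds plus 3 SD, set per campaign, cut at about 25% in these data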;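 further: 0% = DMSO with enzyme and 100% = buffer with substrate but no TDP2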
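Test system: human TDP2 enzyme; Input: 120 nM TDP2 per well; Buffer or medium: Mg2+-containing Tris-HCl buffer, pH 7.5; Reagent: 5 mM T5PNP; Dosing: 12.8 µM single point, 1% DMSO; Incubation: reaction 2 h, 37 °C; Detection: p-Nitrophenol epi absorbance; Read-out: % inhibition relative to enzyme-containing and enzyme-free wells; Replicates: single well per compound.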
NR1D1 modulator: modulators of human Rev-erb alpha DNA binding; P20393; Rev-erbα–FITC-DNA binding, fluorescence polarization, 90 min; activity, % at 10 µM; 0.79% of 370,000 active;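 active means activity above about 14%, limit read from the data; passing the limit was not always enough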;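 further: 0% = DMSO wells with 35 nM protein and 100% = DMSO wells with 750 nM protein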
Target sequence (P20393 whole entry, looked up): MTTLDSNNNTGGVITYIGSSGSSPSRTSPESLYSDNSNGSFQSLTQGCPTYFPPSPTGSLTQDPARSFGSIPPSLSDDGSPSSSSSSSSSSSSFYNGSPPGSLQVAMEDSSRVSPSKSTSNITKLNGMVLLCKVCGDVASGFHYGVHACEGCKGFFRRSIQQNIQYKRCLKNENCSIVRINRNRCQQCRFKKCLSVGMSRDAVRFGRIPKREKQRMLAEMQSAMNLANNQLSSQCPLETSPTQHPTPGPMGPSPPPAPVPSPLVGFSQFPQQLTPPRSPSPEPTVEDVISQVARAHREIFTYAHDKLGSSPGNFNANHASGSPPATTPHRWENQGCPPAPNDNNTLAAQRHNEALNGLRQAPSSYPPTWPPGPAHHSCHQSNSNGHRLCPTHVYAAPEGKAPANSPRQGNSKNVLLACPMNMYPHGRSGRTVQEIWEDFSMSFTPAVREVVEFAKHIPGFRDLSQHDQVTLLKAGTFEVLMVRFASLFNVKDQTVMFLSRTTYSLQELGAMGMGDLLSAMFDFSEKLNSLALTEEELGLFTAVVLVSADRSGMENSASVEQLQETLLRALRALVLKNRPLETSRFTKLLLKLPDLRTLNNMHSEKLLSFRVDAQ
LEDGF integ inh: blocks HIV-1 LEDGF/p75-dependent DNA integration. 0.64% of 370,000 active. TR-FRET IN-LEDGF/p75 DNA integration, Eu/Cy5. inhibition, % at 3.7 µM. AID 743269;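 active means inhibition above the screen-wide mean plus 3 SD, cut at about 13% in these data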;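 further: signal is the Cy5 over europium emission ratio at 671 and 618 nm; 0% = plate median of compound wells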
* = called active by the depositor; / = no result given. These rows are one share of the data, so the mix of outcomes need not match the whole.

entry | smiles | PG9 binder | mABHD4 FP | PRMT1 FP inh | rCAG RNA binder | TCR CD3 inh
1 | Cc1ccc(C(=O)C2=C(O)C(=O)N(Cc3ccco3)C2c2ccc(N(C)C)cc2)o1 (stereo not given) | -2.1 | 19 | 3 | 6 | -3
2 | CCCn1c(C(O)c2cc(OC)ccc2OC)nc2ccccc21 (stereo not given) | -1.0 | -10 | 23* | -4 | 6
3 | OCC[C@H]1C[C@@H](O)[C@H](O)[C@]2(CCc3ccccc3CO2)O1 | -0.6 | -3 | -3 | -1 | 4
4 | Cc1n[nH]c(=O)n1-c1ccc(OCc2ccccc2)cc1 | -0.9 | 2 | 4 | -2 | -3
5 | COc1cccc(NC(=O)CSc2nc(=O)n(Cc3ccncc3)c3c2CCCC3)c1 | -1.5 | 5 | 0 | 2 | 0
6 | CCC(C)Cn1c(O)cc2nn(-c3nc4ccccc4s3)c(=O)c-2c1C (stereo not given) | -0.7 | 45* | 12 | 57* | 6
7 | Cc1cc(C)c(C(=O)CN2C(=O)NC3(CCC(C)CC3)C2=O)cc1C (stereo not given) | 1.0 | 7 | 0 | -3 | 0
8 | C/C(=N\NC(=O)c1nnn(-c2nonc2N)c1-c1ccccc1)c1ccccc1O | 1.4 | -4 | 8 | 9 | 49*
9 | COc1ccc(C(=O)N/N=C/C2CC=CCC2)cc1OC (stereo not given) | -0.5 | 0 | -1 | 1 | -6
10 | CC(=O)c1ccsc1-c1c(C)cc2oc(=O)cc(-c3ccccc3)c2c1C | -1.2 | -29 | -4 | 4 | -2
11 | COc1ccc(CCNC(=O)c2ccc(CSc3ccc(Cl)cc3)o2)cc1OC | 1.3 | -6 | 3 | 2 | -3
12 | COc1ccc(S(=O)(=O)Nc2c(C)ccc3nsnc23)cc1OC | -3.1 | 4 | 1 | 2 | 3
13 | O=c1c2cc(Cl)cc(Cl)c2nc2n1CCC2 | -0.6 | -2 | 2 | 2 | 6
14 | COc1cccc(Cn2c(=O)oc3ccccc32)c1 | 0.2 | -6 | -5 | -1 | -8
15 | CC(=O)N/C(=C\c1ccccc1)C(=O)OCC(=O)c1ccccc1 | 0.1 | 3 | 6 | -1 | -7

entry | HTRA1 inh | SIAE primary | TDP2 absorb | NR1D1 modulator | LEDGF integ inh
1 | 2 | 0 | -9 | -5 | -2
2 | 3 | 1 | 5 | 1 | -1
3 | 8 | 7 | 6 | -2 | -3
4 | 2 | -3 | 1 | -4 | -2
5 | -2 | 4 | -1 | -3 | 0
6 | 61* | 8 | -7 | -19 | 6
7 | -7 | 2 | 3 | -2 | 1
8 | 23 | 0 | -19 | -4 | -7
9 | -5 | 5 | 0 | -4 | 1
10 | -38 | -8 | -12 | 2 | 9
11 | / | -4 | 6 | 10 | -2
12 | 2 | -1 | 2 | -1 | -1
13 | 0 | -6 | -7 | 3 | 4
14 | -2 | -1 | -11 | 2 | 5
15 | 1 | 1 | -1 | 1 | -5

(cont.)
entry | smiles | PG9 binder | mABHD4 FP | PRMT1 FP inh | rCAG RNA binder | TCR CD3 inh
16 | COc1ccc(N2C(C(C)=O)=NN(c3ccccc3)C2c2cccs2)cc1 (stereo not given) | 0.6 | -8 | 5 | 2 | -3
17 | C/C(=N\NC(=O)c1c(Cl)c(C)nn1C)c1cccc(NC(=O)c2cccc(F)c2)c1 | -0.5 | -7 | -2 | -6 | -3
18 | CCCCCc1ccc(-c2ccc(OC)cc2)nc1 | -1.1 | 0 | -2 | -2 | 4
19 | Cc1ccc(CNC(=O)Cn2cnc3c(OCc4ccccc4)ncnc32)o1 | 0.2 | 0 | -1 | -1 | -4
20 | Cc1cc(=O)oc2cc(OC(C)C(=O)NCC3CCC(C(=O)O)CC3)ccc12 (stereo not given) | -0.5 | -2 | -3 | 0 | 9
21 | O=S1(=O)c2ccc(Br)cc2OC[C@@H](Cc2ccccc2)N1Cc1cn(CCC2OCCO2)nn1 | / | -10 | 0 | 2 | /
22 | CCC(C)N(C(=O)CCC(=O)Nc1cc(C)on1)C(C(=O)NC(C)(C)C)c1ccccc1Cl (stereo not given) | -1.2 | 3 | 1 | -8 | 2
23 | CC(=O)Nc1ccc(Oc2cc(C#N)c(C#N)cc2N2CCOCC2)cc1 | 0.6 | 0 | -3 | -1 | 10
24 | CN1C(=O)CSc2ccc(C(=O)O)cc21 | 0.0 | 3 | 1 | 2 | 1
25 | CCN(C(=O)COC(=O)c1cc(S(=O)(=O)N2CCc3ccccc32)ccc1OC)C1CCS(=O)(=O)C1 (stereo not given) | 0.6 | 1 | -2 | -5 | 7
26 | CCCCCCC(=O)N=Nc1c(O)[nH]c2ccc([N+](=O)[O-])cc12 | 0.2 | 1 | -3 | 3 | 0
27 | COC/C=C/C1=CC2=CC(=O)C(C)(OC(=O)c3cnc4ccccc4n3)C(=O)C2=CN1C(CO)CO (stereo not given) | -1.6 | 3 | 7 | 7 | 0
28 | C#CCNC(=O)C1=C[C@H](c2cn(C(C)=O)c3ccccc23)[C@@H](CCCO)[C@H](OCC)O1 | -4.4 | -2 | -2 | -5 | 2
29 | CSc1nc2ccccc2c(=O)n1C1CCOC(C)(C)C1 (stereo not given) | 1.9 | 4 | 4 | -5 | -7
30 | Fc1ccc(-[n+]2nc(Nc3ccccc3)sc2-c2cccc(Cl)c2Cl)cc1 | -1.7 | -4 | -5 | 5 | 7

entry | HTRA1 inh | SIAE primary | TDP2 absorb | NR1D1 modulator | LEDGF integ inh
16 | 0 | 4 | -2 | 3 | -4
17 | -11 | 1 | 0 | 0 | -6
18 | -7 | -1 | -5 | 2 | 2
19 | 4 | 2 | 8 | 10 | -4
20 | 3 | 0 | -3 | 11 | 5
21 | / | 1 | 14 | 5 | 3
22 | -2 | 0 | -14 | -6 | -1
23 | 1 | -6 | 1 | -1 | 0
24 | 1 | -8 | 4 | 6 | 2
25 | -4 | -2 | -4 | -1 | 2
26 | -3 | 4 | 7 | -6 | 3
27 | 4 | 3 | 2 | 9 | 9
28 | -10 | 2 | 6 | 0 | -2
29 | 4 | 3 | 7 | 1 | 0
30 | -11 | 13 | -8 | 0 | 0

Following part.
entry | smiles | PG9 binder | mABHD4 FP | PRMT1 FP inh | rCAG RNA binder | TCR CD3 inh
31 | O=C(NNc1nc(N2CCCC2)nc(N2CCCC2)n1)c1ccccc1 | 0.1 | 1 | -3 | 0 | 7
32 | COc1ccc(N(CC(=O)N2CCOCC2)S(C)(=O)=O)cc1 | -1.5 | -4 | -3 | 1 | -3
33 | CCC1(CC)NC(=S)N(Nc2ccccc2)C1=O | 0.6 | 6 | 1 | 0 | -6
34 | COCCNC(=O)c1cccc(C)c1[N+](=O)[O-] | -1.0 | 7 | 2 | 1 | 2
35 | CC(=O)c1cccc(NC(=O)NC2CC3CCCC(C2)N3CC(C)C)c1 (stereo not given) | -2.2 | 0 | -2 | -1 | -4
36 | COc1cccc(OCCCCCCN2CCOCC2)c1 | -1.2 | 1 | -2 | -7 | 7
37 | CCCS(=O)(=O)N1CCC(C(=O)NCCCOC)CC1 | 1.2 | -5 | -1 | 3 | -2
38 | CCc1ccc(OCC(=O)N/N=C/c2cc([N+](=O)[O-])ccc2N2CCCCCC2)cc1 | -1.1 | -2 | 3 | 2 | -3
39 | CC1CCCN(CCOCCSc2ccccc2)C1 (stereo not given) | -0.9 | 12 | 1 | 3 | -11
40 | CCn1cnc2scc(-c3ccc(OC)cc3)c2c1=O | -1.0 | -6 | 2 | -1 | -6
41 | Cn1c(CN2CCCCC2)nc2cc(NC(=O)c3cccc(Br)c3)ccc21 | -1.3 | -5 | -3 | -4 | 8
42 | COc1ccc(C(=O)N2CC3(C)CC2CC(C)(C)C3)cc1OC (stereo not given) | -0.5 | 1 | 1 | -11 | -6
43 | COC(=O)CN1C(=O)COc2ccc(S(=O)(=O)N3CCCCCC3)cc21 | -1.0 | 5 | 4 | -2 | -2
44 | CCCc1nc(SCC(=O)Nc2nnc(CC)s2)c2c(=O)n(C)c(=O)n(C)c2n1 | -1.7 | 7 | 4 | -1 | 3
45 | COc1ccc(C2=NS(=O)(=O)N(C)C(C(=O)NCc3ccc(F)cc3)=C2)cc1OC | 0.1 | -1 | 1 | 4 | -5
46 | Cc1cccc(C)c1NS(=O)(=O)c1ccc2c(c1)C(=O)c1ccccc1C2=O | -1.8 | 8 | 1 | -1 | 8
47 | CCCCCC(=O)NC(=S)NC1C2CC3CC(C2)CC1C3 (stereo not given) | -2.5 | 6 | 0 | -5 | 35*

entry | HTRA1 inh | SIAE primary | TDP2 absorb | NR1D1 modulator | LEDGF integ inh
31 | -4 | 3 | -10 | 12 | 1
32 | 3 | 10 | -3 | 2 | 4
33 | -4 | -5 | 10 | 0 | -5
34 | 14 | -2 | 0 | 4 | -2
35 | 0 | -7 | -11 | -5 | -2
36 | -2 | 0 | -8 | 2 | -3
37 | 3 | 4 | 1 | -8 | 1
38 | -10 | -2 | 4 | 3 | -3
39 | 7 | -3 | 4 | 2 | 1
40 | -5 | -8 | 13 | -5 | -2
41 | -41 | -2 | 5 | 1 | 0
42 | -3 | 6 | 4 | -3 | -2
43 | 1 | 2 | -2 | -1 | -2
44 | 4 | -1 | -2 | -3 | -4
45 | -6 | -3 | -2 | -6 | 1
46 | -5 | 5 | 0 | 4 | 0
47 | -15 | -3 | 14 | -3 | 2

3 entries from above, sorted by their value in TDP2 absorb, falling:
| # | SMILES | TDP2 absorb |
| --- | --- | --- |
| 26 | CCCCCCC(=O)N=Nc1c(O)[nH]c2ccc([N+](=O)[O-])cc12 | 7 |
| 39 | CC1CCCN(CCOCCSc2ccccc2)C1 (stereo not given) | 4 |
| 32 | COc1ccc(N(CC(=O)N2CCOCC2)S(C)(=O)=O)cc1 | -3 |

Reformatted with values under each structure: entries from further up
Each structure is followed by: PG9 binder, mABHD4 FP, PRMT1 FP inh, rCAG RNA binder, TCR CD3 inh, HTRA1 inh, SIAE primary, TDP2 absorb, NR1D1 modulator, LEDGF integ inh
#32 COc1ccc(N(CC(=O)N2CCOCC2)S(C)(=O)=O)cc1
    -1.5, -4, -3, 1, -3, 3, 10, -3, 2, 4
#40 CCn1cnc2scc(-c3ccc(OC)cc3)c2c1=O
    -1.0, -6, 2, -1, -6, -5, -8, 13, -5, -2
#47 CCCCCC(=O)NC(=S)NC1C2CC3CC(C2)CC1C3 (stereo not given)
    -2.5, 6, 0, -5, 35*, -15, -3, 14, -3, 2
#43 COC(=O)CN1C(=O)COc2ccc(S(=O)(=O)N3CCCCCC3)cc21
    -1.0, 5, 4, -2, -2, 1, 2, -2, -1, -2
